Bioassay records: PubChem BioAssay, The Scripps Research Institute Molecular Screening Center
PRMT1 inh = PRMT1 (human) inhibition, primary screen; recombinant PRMT1, activity-based probe fluorescence polarization; inhibition, % at 2.79 µM; 370,000 tested, 1.3% active;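 active = inhibition above about 21% made by adding two undisclosed values, limit read from the data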
Target sequence (Q99873 whole entry, looked up): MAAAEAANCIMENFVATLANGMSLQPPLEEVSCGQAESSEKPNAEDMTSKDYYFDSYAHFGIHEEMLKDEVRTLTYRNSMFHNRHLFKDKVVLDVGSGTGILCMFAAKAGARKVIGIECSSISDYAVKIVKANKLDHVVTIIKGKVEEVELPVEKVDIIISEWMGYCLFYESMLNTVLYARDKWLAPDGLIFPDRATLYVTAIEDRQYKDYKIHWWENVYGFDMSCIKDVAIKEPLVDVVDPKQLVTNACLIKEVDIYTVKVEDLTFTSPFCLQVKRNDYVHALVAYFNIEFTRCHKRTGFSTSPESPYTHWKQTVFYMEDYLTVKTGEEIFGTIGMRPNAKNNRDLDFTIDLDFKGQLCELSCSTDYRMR
PG9 Ab binder = PG9 antibody binding by small molecule; 360,000 tested, 0.43% active; inhibition, % at 6.7 µM; TR-FRET gp120-PG9 antibody binding; in the data active = inhibition above about 8.5%
DDE Tn7 FP inh = inhibitors of Tn7 peptide binding to human fibrin DD(E) | FP displacement of FITC-Tn7 peptide from fibrin DD(E); 0% = median of compound wells per plate | 370,000 tested, 0.13% active | inhibition, % at 8.3 µM;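 active = inhibition above the mean of compounds falling within the control limits plus 3 SD of them, cut at about 14% in these data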;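 note: 0% = plate median of compound wells and 100% = 10 µM Aha-Tn7 peptide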
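System: human fibrin DD(E); quantity: Fibrin-DD(E) at 2 µM final; also added: fluorescent Tn7 probe at 0.1 µM; compound dosing: single nominal test concentration of 8.3 µM per compound; schedule: 10 min preincubation, 3 h with tracer, room temperature; detection: fluorescence polarization of the labelled Tn7 tracer; repeats: one replicate per compound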
SIAE inh = human SIAE inhibition, primary screen; SIAE FP-Rh probe binding, fluorescence polarization; inhibition, % at 9.66 µM; 370,000 tested, 0.69% active;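 active = inhibition above a cutoff: mean of compounds within the control limits plus 3 SD of those, cut at about 17% in these data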;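 note: 0% = plate median of compound wells and 100% = probe without SIAE protein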
TDP2 inh = blocks human TDP2 phosphodiesterase activity; inhibition, % at 12.8 µM; AID 720702; 370,000 tested, 0.34% active; recombinant TDP2, T5PNP hydrolysis, p-nitrophenol absorbance 415 nm; O95551;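 active = inhibition above the mean of all tested compounds plus 3 SD, set per campaign, cut at about 25% in these data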;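 note: 0% = DMSO with enzyme and 100% = buffer with substrate but no TDP2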
Target sequence (O95551 whole entry, looked up): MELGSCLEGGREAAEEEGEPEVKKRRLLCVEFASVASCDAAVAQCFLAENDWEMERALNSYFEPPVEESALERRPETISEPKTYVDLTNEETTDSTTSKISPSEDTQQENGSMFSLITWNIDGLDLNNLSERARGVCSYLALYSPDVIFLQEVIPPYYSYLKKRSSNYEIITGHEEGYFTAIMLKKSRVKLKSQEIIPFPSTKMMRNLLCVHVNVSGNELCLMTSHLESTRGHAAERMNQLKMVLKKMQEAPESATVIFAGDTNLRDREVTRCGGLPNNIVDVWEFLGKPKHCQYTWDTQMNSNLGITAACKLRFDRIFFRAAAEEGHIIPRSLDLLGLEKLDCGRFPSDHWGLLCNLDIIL
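Assay system: recombinant human TDP2 / Reagent: T5PNP substrate at 5 mM, a TopII-DNA adduct mimic / Measured by: epi absorbance from released p-nitrophenol / Evaluation: % inhibition relative to enzyme-containing and enzyme-free wells / Control set: enzyme-free and DMSO wells / Replicates: each compound tested once, singlicate / Schedule: enzyme reaction with compound for 2 h at 37 °C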
mABHD4 FP = ABHD4 (mouse) inhibition, primary FP screen | Q8VD66 | 370,000 tested, 0.54% active | AID 720543 | purified mABHD4, FP-Rh probe fluorescence polarization | inhibition, % at 8.92 µM;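 active = inhibition exceeding the mean over every tested compound plus 3 SD, cut at about 30% in these data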;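 note: 0% = plate median of compound wells and 100% = S159A mutant with DMSO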
Target sequence (Q8VD66 whole entry, looked up): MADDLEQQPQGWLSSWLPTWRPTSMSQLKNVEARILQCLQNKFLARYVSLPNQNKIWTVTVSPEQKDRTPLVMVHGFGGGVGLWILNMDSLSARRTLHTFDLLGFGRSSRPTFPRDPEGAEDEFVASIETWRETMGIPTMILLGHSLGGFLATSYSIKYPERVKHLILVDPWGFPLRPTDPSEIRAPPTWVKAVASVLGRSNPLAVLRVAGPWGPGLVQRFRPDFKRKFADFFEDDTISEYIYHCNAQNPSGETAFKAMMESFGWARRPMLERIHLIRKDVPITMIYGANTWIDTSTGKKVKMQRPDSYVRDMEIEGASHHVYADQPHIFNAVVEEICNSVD
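Assay system: wild-type mouse ABHD4 protein; compound: single nominal dose of 8.92 µM, 0.89% DMSO final; schedule: 45 min + 60 min at 25 °C; measured by: FP readout, ex 525 nm / em 598 nm; evaluation: % inhibition of FP-Rh probe binding versus controls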
LEDGF integ inh = blocks HIV-1 LEDGF/p75-dependent DNA integration | inhibition, % at 3.7 µM | 370,000 tested, 0.64% active | TR-FRET IN-LEDGF/p75 DNA integration, Eu/Cy5;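 active = inhibition above the screen-wide mean plus 3 SD, cut at about 13% in these data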;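 note: signal is the Cy5 over europium emission ratio at 671 and 618 nm; 0% = plate median of compound wells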
TCR CD3 inh = inhibitors of human TCR-CD3 interaction. TAMRA-labeled TCR probe fluorescence, biochemical. 360,000 tested, 0.37% active. AID 651800. inhibition, % at 9.4 µM; in the data active = inhibition above about 19%;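 note: recombinant mutant TCR 2C K166C tagged with TAMRA read by polarization; 0% = receptor in buffer alone and 100% = receptor with positive control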
UHRF1 MBD2 ctr = UHRF1 methyl-DNA binding inhibition; Q96T88; UHRF1 binding to methylated oligo, TR-FRET; inhibition, % at 4.4 µM; 370,000 tested, 0.75% active; AID 687016; in the data active = inhibition above about 21%;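 note: UHRF1 SRA domain binding a hemimethylated CpG hairpin DNA probe; 0% = median of test compound wells and 100% = reference inhibitor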
HTRA1 inhibitor = blocks human HTRA1 serine peptidase | recombinant HTRA1, FP-rhodamine activity-based probe, fluorescence polarization | inhibition, % at 5.96 µM | 340,000 tested, 0.5% active | Q92743 | AID 504803; in the data active = inhibition above about 36%;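 note: 0% = enzyme with DMSO and 100% = wells lacking enzyme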
An asterisk follows results filed as active; / = not tested or not shown; & = joins results of further samples.

TCR CD3 inh	LEDGF integ inh	PG9 Ab binder	mABHD4 FP	HTRA1 inhibitor	DDE Tn7 FP inh	UHRF1 MBD2 ctr	Compound	SIAE inh	PRMT1 inh	TDP2 inh
1	1	1.1	-1	5	-1	-1	Cn1nc(C(=O)N2CCN(c3ccccc3F)CC2)c2c1-c1ccccc1S(=O)(=O)C2	6	-1	8
-3	-8	1.5	-4	1	-1	5	COc1cccc(CCc2nnc(N)s2)c1	0	23*	-9
1	-8	0.8	12	/	-5	3	CCCNC(=O)C1(C)CCCN(C(=O)c2ccc(OC(F)F)cc2)C1 (stereo not given)	0	1	-2
3	-2	-1.0	6	-8	-1	-1	CC(C)n1c(CSCc2ccc(Cl)cc2Cl)n[nH]c1=S	10	6	-3
7	4	-0.9	-7	-15	-4	-4	COc1cc(/C=C/c2nc(N)nc(-c3ccccc3O)n2)cc(OC)c1OC	-26	0	8
0	0	-0.6	2	0	2	1	Cc1ccc(-n2ncc(C#N)c2N)cc1	9	-8	-14
5	-1	-1.8	-1	-1	-8	-2	COCCn1c(SCC(=O)NC2CCCC(C)C2C)nc2ccccc2c1=O (stereo not given)	3	1	6
-4	0	0.2	1	-2	-5	2	COc1ccc(OCC(O)CNc2ccc(Br)cc2)cc1 (stereo not given)	7	2	-10
/	-2	/	3	/	3	0	Fc1ccccc1Cn1ccc2ccc(-c3ccc4ccn(Cc5ccccc5)c4c3)cc21	9	1	9
8	5	-2.8	-3	7	-16	2	Cc1onc(-c2ccccc2)c1C(=O)N(Cc1ccccc1)C(C)C	3	-2	4
-2	2	-0.9	-3	0	-1	-4	Cc1ccc(NC2=NCC(=O)N2C2CCCC2)cc1	6	-2	12
-6	0	1.5	4	-5	-3	3	O=S(=O)(NC1CCCCC1)c1ccc(S(=O)(=O)N2CCN3CCCC3C2)cc1 (stereo not given)	0	-3	3
5	1	-3.6	7	-4	0	1	COc1cccc(CN2CC(C(=O)NCCCn3cccn3)CCC2=O)c1 (stereo not given)	0	-3	6
12	1	-1.2	-24	7	2	-5	C/C(CC(=O)Nc1ccc([N+](=O)[O-])cc1)=N\NC(=O)c1ccccc1O	7	-3	9
-1	1	0.8	14	-22	7	1	CCCCNc1c(-c2ccc(SC(C)CC)c(OC)c2)nc2ccc(Cl)cn12 (stereo not given)	-2	3	7
8	0	0.1	-1	-6	1	-1	CNC(=O)c1[nH]cnc1C(=O)N[C@@H](Cc1ccccc1)C(=O)OC(C)(C)C	-3	-2	6
1	-7	-0.1	-6	-2	-6	3	COc1ccc(N2CCN(C(=O)COc3ccc4ccccc4c3)CC2)cc1	3	2	-5
6	0	-0.9	1	2	-1	-1	COC(=O)c1ccc(N=Nc2ccccc2)cc1	6	-1	5
8	0	-0.7	7	0	2	-1	CC1Cc2cc(/C(O)=C3/C(=O)C(=O)N(CCCn4ccnc4)C3c3cccc([N+](=O)[O-])c3)ccc2O1 (stereo not given)	-1	-3	18
-3	4	-1.2	7	31	-3	0	COc1ccc(C(=O)Oc2cccc3cccnc23)cc1[N+](=O)[O-]	4	2	-2

Taken from above, 6 compounds:
TCR CD3 inh	LEDGF integ inh	PG9 Ab binder	mABHD4 FP	HTRA1 inhibitor	DDE Tn7 FP inh	UHRF1 MBD2 ctr	Compound	SIAE inh	PRMT1 inh	TDP2 inh
-1	1	0.8	14	-22	7	1	CCCCNc1c(-c2ccc(SC(C)CC)c(OC)c2)nc2ccc(Cl)cn12 (stereo not given)	-2	3	7
8	0	0.1	-1	-6	1	-1	CNC(=O)c1[nH]cnc1C(=O)N[C@@H](Cc1ccccc1)C(=O)OC(C)(C)C	-3	-2	6
1	-7	-0.1	-6	-2	-6	3	COc1ccc(N2CCN(C(=O)COc3ccc4ccccc4c3)CC2)cc1	3	2	-5
6	0	-0.9	1	2	-1	-1	COC(=O)c1ccc(N=Nc2ccccc2)cc1	6	-1	5
8	0	-0.7	7	0	2	-1	CC1Cc2cc(/C(O)=C3/C(=O)C(=O)N(CCCn4ccnc4)C3c3cccc([N+](=O)[O-])c3)ccc2O1 (stereo not given)	-1	-3	18
-3	4	-1.2	7	31	-3	0	COc1ccc(C(=O)Oc2cccc3cccnc23)cc1[N+](=O)[O-]	4	2	-2

Next results follow:
TCR CD3 inh	LEDGF integ inh	PG9 Ab binder	mABHD4 FP	HTRA1 inhibitor	DDE Tn7 FP inh	UHRF1 MBD2 ctr	Compound	SIAE inh	PRMT1 inh	TDP2 inh
4	-1	0.5	-17	4	6	-1	CCC(CC)C(=O)N1N=C(c2ccc(NS(C)(=O)=O)cc2)CC1c1ccccc1 (stereo not given)	5	0	2
-7	-3	2.4	-7	-33	1	0	Cc1cc2ncn(/N=C/c3ccc4c(c3)OCO4)c2cc1C	-5	-1	17
-3	0	1.2	2	-2	-2	0	COc1cc(NC(=O)CCC(=O)Nc2ccc3nc(N4CCOCC4)cc(C)c3c2)cc(OC)c1OC	1	0	7
1	-6	-1.4	5	3	2	-1	Cn1c(=O)[nH]c(=O)c2c1[nH]c(=S)n2Cc1ccccc1	4	4	14
-3	0	-0.5	-11	2	-2	1	COc1ccc(CC(=O)NCC2CCCN(Cc3ccc(F)cc3F)C2)cc1 (stereo not given)	-2	2	6
0	0	-0.2	3	5	2	1	O=C(C[C@@H]1C/C=C\C[C@H](Cc2ccc(F)cc2)C(=O)OCCNC1=O)NCCO	2	0	4
4	-2	0.1	0	-24	2	-4	CN(Cc1ccccc1)C(=O)c1ccc(NC(=O)C2CCCN(C(=O)OC(C)(C)C)C2)cc1 (stereo not given)	5	-1	-5
1	1	-0.8	-1	-9	1	1	CC(C)(C)[C@H]1C=C(C(=O)Nc2ccccc2)O[C@@H](OCCCCO)C1	0	1	7
7	2	-0.7	2	0	-2	-1	Cc1ccc(C)c(-n2c(Cc3cc(=O)[nH]c(=O)[nH]3)nnc2SC(C)C)c1	-1	-3	6
/	4	/	-1	/	-9	1	COc1ccc(OC)c(S(=O)(=O)N2CCCCC2C(=O)N2CCCN(C)CC2)c1 (stereo not given)	10	-1	-2
3	2	-3.3	2	6	-3	3	CC(=O)N(C(C)=O)c1c(N2CCOCC2)c2ccccc2oc1=O	-7	0	-4
-1	5	-1.1	4	-1	6	0	Cc1cc(=O)oc2cc(OCC(=O)NCCc3ccccc3)ccc12	7	-5	2
1	3	-1.9	5	-2	3	0	COc1ccc(C2=NN(C(=O)CCC(=O)O)C(c3ccc(OC)c(OC)c3)C2)cc1 (stereo not given)	-4	-3	25*
-8	-2	0.4	-4	2	4	1	CC(c1nc2ccccc2o1)N1C(=O)c2ccccc2C1=O (stereo not given)	-1	1	-16
-1	-3	-1.0	-1	2	3	5	CCOC(=O)c1c(-c2ccccc2)csc1NC(=O)COc1ccc2c(C)cc(=O)oc2c1	-4	2	3
5	0	0.6	9	7	5	-4	O=[N+]([O-])c1ccccc1OCCNCc1ccccc1	3	-2	4
6	0	-0.6	1	-4	3	-3	CCC1Nc2ncnc(N3CCCCC3)c2N(Cc2ccccc2)C1=O (stereo not given)	4	-3	2
-8	0	-1.1	-7	-22	-1	1	O=C(OCc1cn([C@@H]2CN(Cc3cccs3)[C@@H](c3ccccc3)C[C@H]2O)nn1)c1ccccc1	-5	1	2
-4	-2	-2.2	2	3	6	1	COC(=O)CC1C(=O)NCCN1C(=O)c1cc([N+](=O)[O-])ccc1Cl (stereo not given)	1	2	-19
-6	2	1.4	-9	-2	-2	6	O=C(O)CC1S/C(=N\N=C2CCCCCCC2)N(c2ccccc2)C1=O (stereo not given)	-10	7	-1
1	0	1.2	9	2	5	1	CCOC(=O)N1CCN(c2cc(=O)n(Cc3ccc(F)cc3)c(=O)[nH]2)CC1	0	-1	1
2	-2	-11	6	10	3	-3	COc1cc(Nc2c3ccccc3nc3ccccc23)cc(OC)c1OC	4	2	-4
5	-2	0.8	8	-2	10	-2	Cc1ccc2c(c1)[C@@H]1CN(C)CC[C@@H]1N2S(=O)(=O)c1ccc([N+](=O)[O-])cc1	3	1	-2
-10	5	-0.5	-8	-9	2	3	CC1CCN(Cc2c(C(=O)N/N=C/c3ccc(OC(C)C)cc3)nnn2-c2nonc2N)CC1	-10	5	-5
-5	-1	-2.1	7	2	0	-2	CCn1c(Cc2c(C)[nH]c3ccccc23)nnc1SCC(=O)NCc1ccco1	10	-1	4
2	-2	-0.5	-6	-2	0	-2	COc1ccc(C(=O)NC2CCN(C(=S)Nc3cc(C)ccc3C)CC2)cc1	0	-5	-4
2	-2	-0.3	6	/	6	1	O=C(Cc1csc2ccccc12)NCC1CC1	-5	2	-8
13	-2	-0.8	0	3	-5	1	COc1ccc(NC(=O)CCC(=O)Nc2nnc(C3CCCCC3)s2)c(OC)c1	1	0	2
-3	3	-1.9	0	-7	-6	-2	CC(C)(C)NC(=O)N1CCN(c2nc(-c3ccccc3)ns2)CC1	-8	0	11
-4	5	-4.1	-4	6	-3	-3	CCC(=O)NC(=S)Nc1ccc(NC(=O)c2ccco2)c(OC)c1	11	2	-5
-9	0	1.7	-12	10	-2	6	O=C(CCCOc1ccc(Cl)cc1)Nc1ccc(N2CCOCC2)cc1	-6	3	-5
4	1	2.6	-3	-4	11	-2	Cc1nn(Cc2ccc(F)cc2)c2sc(C(=O)Nc3ccccc3N3CCOCC3)cc12	3	0	9
-3	7	-1.1	-12	3	3	6	COc1cc(Br)c(C(C)NC(=O)c2ccccc2)cc1OC (stereo not given)	4	-1	-7
7	0	-0.8	3	-4	2	1	Nc1ccc(S(=O)(=O)N2CCCC2)cc1	-1	-2	2
-2	2	-0.4	10	11	-1	0	CCCc1cc(C(=O)NNC(=S)NCC2CCCO2)cs1 (stereo not given)	-1	1	6
2	-2	1.8	-2	7	4	-2	COC(=O)c1c(-c2c(Cl)cccc2Cl)noc1NC(=O)N(C)C	16	-2	0
-2	0	-1.2	-2	-7	6	-1	N#Cc1ccccc1NC(=O)CNc1cc(S(=O)(=O)N2CCOCC2)ccc1NCC1CCCO1 (stereo not given)	6	-1	2
4	-3	0.7	-1	1	0	1	Cc1cn(CC(=O)NCCCc2ccccc2)c(=O)[nH]c1=O	-2	0	2
0&4	-3&-1	-0.7&1.2	4&-1	3&7	2&11	-2&-6	COc1ccccc1Nc1nc(C)cs1	7&-5	2&-1	-9&8
1	-2	0.3	-10	3	4	1	COc1ccc(S(=O)(=O)N2CCN(c3ccccc3OC)CC2)cc1	3	1	-6
5	0	-1.9	1	5	-2	-1	CCn1c(SCC(=O)Nc2nc(C)cs2)nnc1-c1ccncc1	-1	-2	2
4	0	1.8	4	0	5	-1	CN1OC[C@@H]2CN[C@H](c3cccc(-c4ccc(C#N)cc4)c3)C[C@@H]21	14	2	3
